# phage Ecoli inh: growth loss of phage-infected E. coli, primary screen, RecBCD inhibitor project, absorbance, with phage, HTS. inhibition, % at 11.9 µM. actives 0.26% (n = 360,000). AID 651602, 2012; in the data active = inhibition above about 11%
# CAL PDZ inh: CAL PDZ peptide-binding inhibitors, primary screen, biochemical, fluorescence polarization, Cer-tagged CAL PDZ, HTS; purified CAL PDZ, TMR-peptide fluorescence polarization, 1 h; inhibition, % at 20 µM; actives 0.02% (n = 330,000);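 active = highest replicate inhibition of at least 40%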;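 note: plate controls were DMSO neutral control wells for no effect and unlabeled competitor peptide control wells for full effect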
#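 System: purified tagged CAL PDZ domain construct (CerCALP). Schedule: 1 h incubation at room temperature before polarization reading. Medium: 25 mM sodium phosphate pH 7.4, 150 mM NaCl, TCEP, IgG, Thesit. Read-out: percent inhibition from loss of millipolarization. Measured by: FP readout, S and P plane fluorescence. Probe or stimulus: fluorescent TMR peptide probe.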
# Wnt act: Wnt/beta-catenin pathway activators, primary screen, cell-based, plate reader, single point. activation, % at 9.35 µM. Wnt/beta-catenin reporter cell assay, activator. actives 1.2% (n = 300,000); in the data active = activation above about 30%, passing the limit was not always enough;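 note: 0% = neutral control wells and 100% = positive control wells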
# Ecoli viability: E. coli V3065 growth inhibition, primary screen, counter-screen for AddAB inhibitor project, absorbance, OD600; 18 h; inhibition, % at 11.9 µM; actives 0.27% (n = 330,000);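 active = inhibition above the campaign's mean inhibition across all tested compounds plus 3 SD, cut at about 9.9% in these data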;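 note: uninfected addAB+ strain grown without phage in ampicillin broth; 0% = DMSO wells and 100% = ciprofloxacin 0.95 µg/ml wells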
# Tat export inh: E. coli Tat export inhibitors, primary screen, MC4100, TorA-mCherry reporter, fluorescence, single point; actives 0.036% (n = 340,000); inhibition, % at 10 µM;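 active = mean replicate inhibition at least 50% and at least half of replicates individually reaching 50%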;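 note: exported cargo escapes ClpAP degradation while cytoplasmic cargo is degraded and loses fluorescence; 0% = median of neutral control wells and 100% = median of NaSCN control wells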
# Rtt109 HAT inh: inhibitors of C. albicans Rtt109/Vps75 HAT, primary screen, biochemical, ThioGlo CoA-SH fluorescence, plate reader | purified Rtt109/Vps75, 4 h | inhibition, % at 34.9 µM | actives 0.16% (n = 330,000) | Histone acetyltransferase RTT109 (Candida albicans (strain SC5314 / ATCC MYA-2876)), …;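 active = inhibition of at least 50% in every replicate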
# PvdQ acylase: P. aeruginosa PvdQ acylase inhibitors, primary screen, biochemical, fluorescence, plate reader and imaging, single point; actives 0.063% (n = 340,000); purified PvdQ acylase; inhibition, % at 10 µM; PvdQ acylase [Pseudomonas aeruginosa LESB58]; AID 488965, 2010; in the data active = inhibition above about 30%, passing the limit was not always enough;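 note: 0% = vehicle neutral wells and 100% = reference inhibitor wells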
# PfHsp90 yeast 2: growth inhibition of PfHsp90-expressing yeast, primary screen, antimalarial PfHsp90 inhibitor project, S. cerevisiae, BacTiter-Glo luminescence, single point, set 2 | BacTiter-Glo ATP, 48 h; yeast lacking PDR1 and PDR3 efflux regulators | inhibition, % at 9.4 µM | actives 0.32% (n = 310,000) | AID 504621, 2011;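 active = every replicate shows inhibition above about 80%, whatever the replicate mean, limit read from the data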;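 note: 0% = DMSO neutral controls and 100% = 20 µM radicicol positive controls; yeast relying on Plasmodium falciparum Hsp90 in place of its own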
# DAGLB inhibitor: DAGLB lipase inhibitors, primary screen, biochemical, fluorescence, HTS; AID 504411, 2011; actives 0.059% (n = 340,000); Diacylglycerol lipase-beta (Homo sapiens), Q8NCG7; inhibition, % at 5.17 µM; HEK293T DAGLB membrane lysate, EnzChek fluorogenic substrate; in the data active = inhibition above about 34%;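 note: 0% = enzyme with vehicle and 100% = wells lacking enzyme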
# Target sequence (Q8NCG7 whole entry, looked up): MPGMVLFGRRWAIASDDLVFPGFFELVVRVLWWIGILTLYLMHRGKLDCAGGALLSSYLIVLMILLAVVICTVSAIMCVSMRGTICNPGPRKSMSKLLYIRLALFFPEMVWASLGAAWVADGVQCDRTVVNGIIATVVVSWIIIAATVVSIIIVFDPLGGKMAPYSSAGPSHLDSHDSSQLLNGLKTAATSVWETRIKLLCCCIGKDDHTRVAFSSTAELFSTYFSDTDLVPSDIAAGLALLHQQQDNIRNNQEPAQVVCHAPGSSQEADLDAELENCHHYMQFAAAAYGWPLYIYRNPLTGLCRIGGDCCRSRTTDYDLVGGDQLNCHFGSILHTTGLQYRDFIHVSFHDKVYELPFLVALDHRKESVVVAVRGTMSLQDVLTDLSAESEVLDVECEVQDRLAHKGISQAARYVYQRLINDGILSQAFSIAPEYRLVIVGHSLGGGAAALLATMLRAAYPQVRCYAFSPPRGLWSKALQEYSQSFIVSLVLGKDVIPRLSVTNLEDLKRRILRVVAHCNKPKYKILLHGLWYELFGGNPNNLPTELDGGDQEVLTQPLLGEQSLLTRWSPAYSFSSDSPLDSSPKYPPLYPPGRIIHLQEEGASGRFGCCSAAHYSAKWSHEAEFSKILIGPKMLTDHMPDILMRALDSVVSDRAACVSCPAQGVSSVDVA
# AddAB inh: growth inhibition of E. coli expressing H. pylori AddAB, primary screen, AddAB inhibitor project, absorbance; inhibition, % at 11.9 µM; actives 0.29% (n = 330,000); in the data active = inhibition above about 12%;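 note: 0% = vehicle wells of infected cells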
# Starred values were filed as active, the others as inactive; · = not tested or not shown. Compounds were not picked by outcome; any-hit rate near 1.9%.
# Letter code: A = phage Ecoli inh; B = CAL PDZ inh; C = Wnt act; D = Ecoli viability; E = Tat export inh; F = Rtt109 HAT inh; G = PvdQ acylase; H = PfHsp90 yeast 2; I = DAGLB inhibitor; J = AddAB inh
(1) COc1ccc2c(c1)-c1nc(N)sc1CC2
  A = 2.1; B = -0.8; C = 0.3; D = 0.5; E = -0.9; F = -9.6; G = -5.3; H = -0.6; I = 3.0; J = 4.6

(2) O=C(CSc1ccccc1)Nc1cc(Cl)ccc1Oc1ccccc1
  A = 3.1; B = 0.3; C = ·; D = -1.3; E = 0.5; F = -6.3; G = -6.2; H = 0.6; I = -13.3; J = 2.7

(3) CC(=O)Nc1ccc(SCC(=O)OCC(=O)NC(=O)NCCC(C)C)cc1
  A = 4.7; B = -3.0; C = -1.0; D = 0.8; E = -4.6; F = 9.4; G = 10.1; H = 20.2; I = -1.9; J = 5.2

(4) COc1ccc(Nc2nc(-c3ccccc3)nc3ccccc23)cc1S(=O)(=O)N1CCOCC1
  A = -1.1; B = -4.1; C = -2.2; D = -0.4; E = 7.2; F = -44.7; G = -8.6; H = -26.3; I = -1.8; J = -1.9

(5) CCn1c(CSc2nnc(-c3ccc4c(c3)OCO4)o2)nc2cc(S(=O)(=O)N(C)C)ccc21
  A = -0.5; B = -1.8; C = -2.8; D = 0.0; E = 5.6; F = -1.7; G = -3.6; H = ·; I = 0.0; J = 3.3

(6) NC(=O)c1cc2ccccc2o/c1=N\NC(=O)c1ccncc1
  A = -2.7; B = 39.5; C = 5.9; D = -0.8; E = -7.0; F = -4.6; G = -8.9; H = -22.7; I = -1.1; J = 1.8

(7) CC(C)(C)n1nnnc1C(c1ccc(F)cc1)N1CCC(C(N)=O)CC1 (stereo not drawn)
  A = 1.4; B = -7.2; C = -0.9; D = 0.5; E = 3.5; F = -0.4; G = 5.6; H = 2.6; I = -2.5; J = -0.9

(8) CC(C)(C)NC(=O)CCc1nnc(Cc2c[nH]c3ccccc23)o1
  A = 4.8; B = -0.6; C = ·; D = 3.8; E = -2.3; F = 30.3; G = 9.1; H = 6.3; I = -4.5; J = 0.6

(9) COc1cccc(C(=O)Nc2ccc(-c3nc4ccccc4o3)c(O)c2)c1
  A = -2.0; B = -2.9; C = ·; D = -2.8; E = 3.5; F = -170.3; G = 7.4; H = 12.0; I = -5.0; J = -0.1

(10) Cc1nc(C)c(C(=O)OCC(=O)Nc2ccccc2SCC#N)s1
  A = 3.1; B = -0.6; C = 0.8; D = 1.9; E = 0.7; F = -0.2; G = -14.9; H = -5.1; I = -3.2; J = -0.3

(11) NS(=O)(=O)c1ccc(CNS(=O)(=O)c2ccc3c(c2)OCCO3)cc1
  A = 1.2; B = -2.3; C = -0.1; D = -1.1; E = -3.8; F = -4.7; G = -3.5; H = -9.2; I = -1.8; J = 3.4

(12) CC(=O)N1CCN(S(=O)(=O)c2cccc(C(=O)NNC(=O)Cn3ccc(C(F)(F)F)n3)c2)CC1
  A = 3.3; B = -1.8; C = -2.1; D = 0.2; E = 0.7; F = 17.2; G = -1.9; H = -11.6; I = -1.1; J = -0.5

(13) O=C(COC(=O)CC1CC2CCC1C2)Nc1c(F)cccc1F (stereo not drawn)
  A = 1.2; B = -1.2; C = -12.0; D = -1.8; E = -2.8; F = -6.8; G = -1.6; H = -0.9; I = 0.7; J = 0.7

(14) O=C(CCc1ccc(F)c(F)c1)NC1CCCN(Cc2ccc(Cl)cc2)C1 (stereo not drawn)
  A = 0.8; B = ·; C = 1.2; D = -2.8; E = 7.3; F = 9.5; G = -12.6; H = 7.3; I = -2.0; J = 0.7

(15) O=C(CCc1ccccc1)NNC(=O)Nc1ccc(Br)cc1
  A = 4.5; B = 0.1; C = 2.0; D = 0.2; E = 4.4; F = -2.2; G = -6.2; H = 9.5; I = -0.8; J = -0.2

(16) COc1ccc(NC(=O)CSc2nncc(=O)n2N)cc1OC
  A = 2.3; B = 0.0; C = 4.0; D = 1.4; E = 1.8; F = -3.5; G = -0.9; H = -11.8; I = -3.1; J = 6.1

(17) Cc1csc(NC(=O)CSCc2c(C)noc2C)n1
  A = 2.7; B = -1.4; C = -0.2; D = 1.4; E = 2.6; F = -0.6; G = 2.3; H = 7.7; I = -2.7; J = 3.1

(18) COc1ccc2c([N+](=O)[O-])c(Cl)[nH]c2c1
  A = 3.5; B = 1.2; C = -1.6; D = -0.4; E = -3.3; F = 1.6; G = -12.7; H = -16.6; I = -0.9; J = 3.4

(19) CC(=O)C(C(c1ccccc1)N1CCCc2ccccc21)N1CCOCC1 (stereo not drawn)
  A = -0.4; B = -0.2; C = -2.4; D = ·; E = 0.0; F = 6.9; G = -12.5; H = ·; I = 0.4; J = ·

(20) NNc1nc2ccccc2c(=O)n1Cc1ccccc1
  A = 3.2; B = -4.2; C = 19.1; D = 3.1; E = 3.4; F = -2.6; G = -9.5; H = -16.7; I = -1.7; J = 7.2

(21) CCOC(=O)CSc1[nH]c2cc(OC)ccc2c1[N+](=O)[O-]
  A = -0.5; B = -1.6; C = 1.3; D = 2.1; E = 7.2; F = 4.1; G = -16.2; H = -15.5; I = -1.2; J = 2.5

(22) CC1(C)C(=O)Nc2ccccc2N1C(=O)COC(=O)C1CCCCC1
  A = -2.4; B = -3.4; C = ·; D = 0.1; E = 6.2; F = 2.3; G = -15.7; H = 5.4; I = -0.6; J = 2.1

(23) CCCCc1nc2cc(C(=O)N3CCNC(=O)C3CC(=O)OC)ccc2o1 (stereo not drawn)
  A = 2.0; B = -2.2; C = 2.9; D = -0.8; E = -11.7; F = -6.9; G = -9.7; H = -5.1; I = -3.9; J = -0.9

(24) COC(=O)CCNC(=O)Cc1ccc(S(=O)(=O)N2CCCCC2)s1
  A = 2.5; B = -2.7; C = 0.8; D = ·; E = -1.7; F = 8.8; G = 6.0; H = ·; I = 0.2; J = ·

(25) CNC(=O)c1c(O)c2cccc3c2n(c1=O)CCC3
  A = -0.2; B = -0.9; C = 8.9; D = ·; E = -1.0; F = 2.6; G = -12.5; H = -8.3; I = -2.2; J = ·

(26) CSc1ccccc1NC(=O)CSCc1ccccc1Br
  A = 0.5; B = -0.6; C = ·; D = 2.2; E = 12.9; F = -11.3; G = -22.5; H = 0.5; I = -11.1; J = 3.0

# Exported tab-delimited: part of the list above
no.	SMILES	phage Ecoli inh	CAL PDZ inh	Wnt act	Ecoli viability	Tat export inh	Rtt109 HAT inh	PvdQ acylase	PfHsp90 yeast 2	DAGLB inhibitor	AddAB inh
17	Cc1csc(NC(=O)CSCc2c(C)noc2C)n1	2.7	-1.4	-0.2	1.4	2.6	-0.6	2.3	7.7	-2.7	3.1
18	COc1ccc2c([N+](=O)[O-])c(Cl)[nH]c2c1	3.5	1.2	-1.6	-0.4	-3.3	1.6	-12.7	-16.6	-0.9	3.4
19	CC(=O)C(C(c1ccccc1)N1CCCc2ccccc21)N1CCOCC1 (stereo not drawn)	-0.4	-0.2	-2.4	·	0.0	6.9	-12.5	·	0.4	·
20	NNc1nc2ccccc2c(=O)n1Cc1ccccc1	3.2	-4.2	19.1	3.1	3.4	-2.6	-9.5	-16.7	-1.7	7.2
21	CCOC(=O)CSc1[nH]c2cc(OC)ccc2c1[N+](=O)[O-]	-0.5	-1.6	1.3	2.1	7.2	4.1	-16.2	-15.5	-1.2	2.5
22	CC1(C)C(=O)Nc2ccccc2N1C(=O)COC(=O)C1CCCCC1	-2.4	-3.4	·	0.1	6.2	2.3	-15.7	5.4	-0.6	2.1
23	CCCCc1nc2cc(C(=O)N3CCNC(=O)C3CC(=O)OC)ccc2o1 (stereo not drawn)	2.0	-2.2	2.9	-0.8	-11.7	-6.9	-9.7	-5.1	-3.9	-0.9
24	COC(=O)CCNC(=O)Cc1ccc(S(=O)(=O)N2CCCCC2)s1	2.5	-2.7	0.8	·	-1.7	8.8	6.0	·	0.2	·
25	CNC(=O)c1c(O)c2cccc3c2n(c1=O)CCC3	-0.2	-0.9	8.9	·	-1.0	2.6	-12.5	-8.3	-2.2	·
26	CSc1ccccc1NC(=O)CSCc1ccccc1Br	0.5	-0.6	·	2.2	12.9	-11.3	-22.5	0.5	-11.1	3.0

# Bioassay records deposited in PubChem by several laboratories.
